# TrxR1 inh = blocks rat thioredoxin reductase 1 | recombinant rTrxR1, NADPH fluorescence consumption, selenite substrate | hit rate 1% among 390,000 | O89049 | AID 588453 | Potency, µM (doses to about 114 µM), for inactives: at the highest dose activity change, negative = inhibition, usual class: inhibitors; note: potency is the fitted concentration of half-maximal effect; % is set by controls: 0 for no effect and ±100 for the full control effect; nearly all actives have a fitted effect of over 65% in size
#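 Rat TrxR1 (90 nM in the dispensed reagent) was pre-reduced with 400 uM NADPH for 5 min at room temperature, then incubated with compound for 15 min. After 400 uM selenite was added, NADPH fluorescence (Ex 340/Em 450 nm) was followed for 8 min.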
# TRHR ag = agonists of human TRH receptor; P34981; TRHR cells, calcium flux fluo-8, FDSS agonist mode; activation, % at 2 µM; hit rate 0.18% among 360,000; AID 493084; in the data active = activation above about 30%; note: 0% is about no effect
#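 Read-out: compound-evoked intracellular calcium rise in TRHR cells, fluo-8 dye, kinetic FDSS fluorescence at 1 s/cycle following a 10-cycle baseline. Cells cultured overnight before dye loading (30 min–1.5 h, RT).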
# Pin1 inh = human Pin1 inhibition; Q13526; Pin1 FP peptide displacement, HiFluor488, 10 min; Potency, µM (series often up to 115 µM), without a hit: top-dose activity, negative = inhibition, most hits filed as inhibitors; hit rate 0.009% among 390,000; AID 504891; active = well fitted inhibition curve with a large enough effect in the polarisation, with a control signal flat, not every such curve was filed as active; inconclusive = small, poorly fitted or top-dose-only effect, or effect the other way, or a change in a side signal; inactive = no such curve, though single readings can be large or run the other way; the % refers to the polarisation; note: potency is the fitted concentration of half-maximal effect; % is set by controls: 0 for no effect and ±100 for the full control effect
# Target sequence (Q13526 whole entry, looked up): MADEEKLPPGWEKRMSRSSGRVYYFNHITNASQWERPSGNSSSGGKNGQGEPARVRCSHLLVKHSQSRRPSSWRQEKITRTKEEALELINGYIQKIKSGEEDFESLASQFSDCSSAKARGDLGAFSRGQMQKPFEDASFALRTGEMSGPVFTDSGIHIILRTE
# D2 agonist = agonists of human D2 dopamine receptor; HEK293 T-REx D2 cells, calcium flux agonist mode; hit rate 0.53% among 340,000; P14416; activation, % at 2 µM;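 active = activation over 3 SD above normal in the single-dose calcium agonist read, cut at about 30% in these data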; note: 0% is about no effect
#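 In this primary screen, compounds producing a positive calcium signal within 180 s of addition to tetracycline-induced, force-coupled HEK293 Trex D2 cells are flagged; cells are dye-loaded with a no-wash calcium kit beforehand.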
# TRHR PAM = allosterically enhances the human TRH receptor; TRHR cells, fluo-8 calcium fluorescence, EC20 TRH enhancement; enhancement, % at 2 µM; hit rate 0.66% among 360,000; AID 493056; in the data active = enhancement above about 30%; note: 0% is about no effect
#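 TRHR-expressing cells loaded with fluo-8 calcium dye were read kinetically (ex 480/em 530) during compound addition, then stimulated with an EC20 of TRH (10 nM final). Enhancement of the Gq-mediated intracellular calcium response was scored.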
# TrxR1 substrate = is turned over as a substrate by rat TrxR1; purified TrxR1 substrate turnover, NADPH consumption readout; Potency, µM (highest dose often 114 µM), without a hit: at the highest dose activity change, negative = substrate turnover; hit rate 0.01% among 390,000; AID 588456; note: potency is the fitted concentration of half-maximal effect; % is set by controls: 0 for no effect and ±100 for the full control effect; nearly all actives have a fitted effect of over 50% in size
#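 Rat TrxR1, dispensed at 90 nM, was prereduced with 400 uM NADPH (final) for 5 min at ~22 deg C, then incubated with compound 15 min before 400 uM selenite. A first-read NADPH fluorescence drop versus no-compound background flagged substrates.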
# mIDH1 inhibitor = blocks human mutant IDH1 R132H enzyme; Potency, µM (series often up to 76.6 µM), without a hit: top-dose activity change, negative = inhibition, most hits filed as inhibitors; hit rate 0.093% among 390,000; O75874; IDH1-R132H enzyme, NADPH consumption, diaphorase/resazurin fluorescence; AID 602179; note: potency is the fitted concentration of half-maximal effect; % is set by controls: 0 for no effect and ±100 for the full control effect; nearly all actives have a fitted effect of over 65% in size
#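 IDH1-R132H (0.5 ug/mL dispensed) in pH 7.5 Tris buffer was preincubated 30 min with compound, then given a substrate mix of 0.016 mM NADPH and 2 mM alpha-KG for 80 min at room temperature; remaining NADPH was read by diaphorase/resazurin fluorescence.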
# D2 antagonist = antagonists of human D2 dopamine receptor; P14416; HEK293 TREx D2 cells, calcium flux, dopamine EC80; inhibition, % at 10 µM; hit rate 2% among 340,000; AID 485344; in the data active = inhibition above about 30%; note: 0% is about no effect
#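 In this primary screen, negative modulation is detected by tracking calcium flux after an EC80 dopamine challenge in inducible HEK293 T-REx D2 cells preexposed to test compound for 180 s.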
# USP1 inh = USP1/UAF1 (human) deubiquitinase inhibition; O94782; recombinant USP1/UAF1, Ub-Rhodamine cleavage fluorescence; hit rate 0.23% among 390,000; Potency, µM (top dose mostly 57.1 µM), for the others: top-dose activity change, negative = inhibition, hits mostly inhibitors; AID 743255; note: potency is the fitted concentration of half-maximal effect; % is set by controls: 0 for no effect and ±100 for the full control effect; nearly all actives have a fitted effect of over 60% in size; inactives centre near -12
# Target sequence (O94782 whole entry, looked up): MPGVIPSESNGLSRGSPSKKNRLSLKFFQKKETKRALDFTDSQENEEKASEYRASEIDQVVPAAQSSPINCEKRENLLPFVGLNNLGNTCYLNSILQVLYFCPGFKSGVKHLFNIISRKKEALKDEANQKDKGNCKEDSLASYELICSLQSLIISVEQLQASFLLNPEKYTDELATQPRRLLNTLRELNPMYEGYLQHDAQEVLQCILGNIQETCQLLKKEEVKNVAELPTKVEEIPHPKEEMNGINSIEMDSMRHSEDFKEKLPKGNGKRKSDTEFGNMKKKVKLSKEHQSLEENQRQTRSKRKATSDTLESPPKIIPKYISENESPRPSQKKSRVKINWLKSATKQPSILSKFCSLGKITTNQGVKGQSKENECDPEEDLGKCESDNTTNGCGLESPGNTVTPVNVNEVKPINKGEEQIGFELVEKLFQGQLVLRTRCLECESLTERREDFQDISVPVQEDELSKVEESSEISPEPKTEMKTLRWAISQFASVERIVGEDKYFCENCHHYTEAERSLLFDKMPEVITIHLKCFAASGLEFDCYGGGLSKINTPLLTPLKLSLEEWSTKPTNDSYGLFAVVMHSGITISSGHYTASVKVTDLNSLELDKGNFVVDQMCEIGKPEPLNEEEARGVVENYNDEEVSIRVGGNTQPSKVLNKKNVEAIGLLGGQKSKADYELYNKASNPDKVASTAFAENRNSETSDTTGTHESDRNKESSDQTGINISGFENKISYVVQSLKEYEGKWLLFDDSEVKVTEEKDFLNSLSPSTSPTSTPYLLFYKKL
#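 In this screen, compounds sit with the deubiquitinase complex (1nM) for 15 min at room temperature before Ub-Rho is added at 150nM final. Fluorescence rise is then followed for 6 reads every 60 seconds.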
# Numbers without * were called inactive; u = inconclusive; x = not tested or not shown; [ ] = dose if it differs, or a comment. Unless noted, calls come from the whole dose curve; as a rule, active = well fitted inhibition curve with a large enough effect; inconclusive = small, poorly fitted or top-dose-only effect; inactive = no such curve, though single readings can be large or run the other way. This is a subset; rates above refer to the full screens.
[1] COCCn1c(C)cc(C(=O)CSc2nc3ccccc3c(=O)n2Cc2ccco2)c1C
[2] CSc1snnc1-c1ccccc1
[3] CCN(CC)CCN1C(=O)C(O)=C(C(=O)c2cccs2)C1c1ccccn1 (stereo unspecified)
[4] Cn1c[n+](C)cc1/C=N/O
[5] CN(CC(=O)NCc1ccc(F)cc1)Cc1ccc(Br)cc1
[6] COc1ccc2c(c1)CCCC21NC(=O)N(CC(=O)NC(=O)NCc2ccccc2)C1=O (stereo unspecified)
[7] CCOc1ccc2nc(NC(=O)CSC3=NCCS3)sc2c1
[8] O=C(N/N=C/c1cccc(Oc2ccccc2)c1)c1ccc(O)cc1O
[9] Cc1nc2nc(-c3ccco3)[nH]n2c(=O)c1C
[10] O=C(C/C=N\O)Nc1ccc(Oc2ccccc2)cc1
Screen / compound no.	1	2	3	4	5	6	7	8	9	10
TrxR1 inh	15%	8%[57.1 µM]	u	5%	24%	8%	-8%	6%	1%	1%[57.1 µM]
TRHR ag	0.1	-1.8	0.9	x	-1.8	0.6	-0.2	0.3	0.5	-0.6
Pin1 inh	4%	4%	3%	1%	-8%	-5%	u	0%	1%	5%
D2 agonist	-0.3	-0.2	0.9	x	-1.0	1.3	-0.6	0.6	0.1	0.1
TRHR PAM	7	0	1	x	-6	-3	7	2	0	0
TrxR1 substrate	-2%	2%[57.1 µM]	-1%	4%	1%	-11%[57.1 µM]	-14%	2%	35%[activator]	0%[57.1 µM]
mIDH1 inhibitor	1%	-4%	5%	-6%	5%	-2%	4%	-5%	15%	-10%
D2 antagonist	6	-8	16	x	16	-9	-4	4	-12	-5
USP1 inh	0%	u	-15%	-8%	-13%	-10%	-21%	-26%	-2%	-16%

# Next section, overlapping the part above by two compounds.
[9] Cc1nc2nc(-c3ccco3)[nH]n2c(=O)c1C
[10] O=C(C/C=N\O)Nc1ccc(Oc2ccccc2)cc1
[11] CCN(CC)c1nc2cc(C)ccc2cc1/C=C(\C#N)C(N)=O
[12] O=C(c1c[nH]c2ccc(S(=O)(=O)N3CCC4(CC3)OCCO4)cc2c1=O)N1CCOCC1
[13] Cc1ccc(-c2nc(CN(C)C(C3CC3)C3CC3)c(C)o2)cc1
[14] N#Cc1cc2c(nc1SCC(=O)N1CCCCC1)CCCCC2
[15] O=C(Nc1cccnc1)c1ccc2nc(-c3ccccc3)c(-c3ccccc3)nc2c1
[16] CC(OC(=O)c1ccc(Cl)cc1O)C(=O)NCCC1=CCCCC1 (stereo unspecified)
[17] Cc1nc2cc(-c3ccccc3)sc2c(=O)n1N
[18] Cc1ccc(-c2noc(CSc3nnc(-c4cccs4)n3C)n2)cc1
[19] COC(=O)c1ccc(OCC2c3cc(OC)c(OC)cc3CCN2C(=O)c2ccco2)cc1 (stereo unspecified)
[20] Cc1ccn2cc(-c3cnoc3C)nc2c1
Screen / compound no.	9	10	11	12	13	14	15	16	17	18	19	20
TrxR1 inh	1%	1%[57.1 µM]	10%[57.1 µM]	-13%	11%[57.1 µM]	-5%	10%	11%[57.1 µM]	11%	17%	25%	-6%
TRHR ag	0.5	-0.6	5.4	0.8	-1.0	-0.2	0.0	x	0.3	-0.3	-0.6	0.4
Pin1 inh	1%	5%	u	12%	8%	1%	-1%	8%	5%	25%	33%[activator]	8%
D2 agonist	0.1	0.1	5.0	0.2	-1.0	-0.9	-0.7	x	-0.3	-0.1	0.2	0.6
TRHR PAM	0	0	2	-2	3	-8	5	x	-5	-3	7	-7
TrxR1 substrate	35%[activator]	0%[57.1 µM]	-17%[57.1 µM]	40%[activator]	7%[57.1 µM]	0%	-3%	17%	3%	9%	6%	56%[activator]
mIDH1 inhibitor	15%	-10%	9%	1%	-3%	0%	-2%	7%	-1%	2%	7%	8%
D2 antagonist	-12	-5	-3	15	-21	7	-25	x	-12	6	-12	-1
USP1 inh	-2%	-16%	-7%	-17%	-14%	-24%	-7%	-2%	3%	-25%	u	-11%

# Full records, quoted from the list. Values in the order: TrxR1 inh	TRHR ag	Pin1 inh	D2 agonist	TRHR PAM	TrxR1 substrate	mIDH1 inhibitor	D2 antagonist	USP1 inh
# COC(=O)c1ccc(OCC2c3cc(OC)c(OC)cc3CCN2C(=O)c2ccco2)cc1 (stereo unspecified) is listed as 25%	-0.6	33%[activator]	0.2	7	6%	7%	-12	u
# CC(OC(=O)c1ccc(Cl)cc1O)C(=O)NCCC1=CCCCC1 (stereo unspecified) is listed as 11%[57.1 µM]	x	8%	x	x	17%	7%	x	-2%
# Cc1ccc(-c2nc(CN(C)C(C3CC3)C3CC3)c(C)o2)cc1 is listed as 11%[57.1 µM]	-1.0	8%	-1.0	3	7%[57.1 µM]	-3%	-21	-14%
# Cc1ccn2cc(-c3cnoc3C)nc2c1 is listed as -6%	0.4	8%	0.6	-7	56%[activator]	8%	-1	-11%
# Cc1nc2cc(-c3ccccc3)sc2c(=O)n1N is listed as 11%	0.3	5%	-0.3	-5	3%	-1%	-12	3%

# Further records follow:
[21] CCOc1ccc(N(C(C)C(=O)N2CCCC2)S(C)(=O)=O)cc1 (stereo unspecified)
[22] COc1ccc(C2C(C(C)=O)=C(O)C(=O)N2CCc2c[nH]c3ccccc23)cc1OC (stereo unspecified)
[23] O=C(Nc1ccc(OC(F)(F)F)cc1)c1cnccn1
[24] Cc1cccc(OCCCCCn2ccnc2)c1
[25] CC1CC2(C)CC(C)C1(COC(=O)Nc1ccccc1)CO2 (stereo unspecified)
[26] C/C(=N\NC(=O)c1nc2ccccn2c1C)c1ccc2c(c1)OCO2
[27] Cc1ccc(S(=O)(=O)NC(=O)c2cc(C)n(-c3cc(S(=O)(=O)N4CCOCC4)ccc3N3CCCC3)c2C)cc1
[28] COc1cc2c(=O)n(Cc3ccco3)c(=O)n(CC(=O)c3cccc(Br)c3)c2cc1OC
[29] O=C(Nc1ccc(-c2cn3cccnc3n2)cc1)c1cc(Br)ccc1Cl
[30] O=C(CN1C(=O)C(=O)N(CCC2=CCCCC2)C1=O)Nc1ccc(F)cc1F
Screen / compound no.	21	22	23	24	25	26	27	28	29	30
TrxR1 inh	7%[57.1 µM]	-23%	6%[57.1 µM]	1%	23%[57.1 µM]	-1%	4%	-15%	-6%	10%
TRHR ag	0.5	0.6	-0.7	x	0.4	-1.4	0.3	0.0	-0.1	x
Pin1 inh	-1%	-9%	1%	0%	18%	3%	1%	-1%	4%	4%
D2 agonist	1.0	x	x	x	0.9	-0.9	0.2	-1.6	0.1	x
TRHR PAM	-2	3	2	x	4	-2	-2	-5	-3	x
TrxR1 substrate	-2%[57.1 µM]	-12%	-2%[57.1 µM]	2%	5%	6%[0.457 µM]	-6%	6%	-6%	-1%
mIDH1 inhibitor	3%	4%	7%	3%	2%	3%	0%	10%	-5%	2%
D2 antagonist	-2	x	x	x	-7	0	-11	19	x	x
USP1 inh	-12%	-17%	-17%	-6%	-10%	1%	0%	-17%	-15%	-20%

[31] Cc1ccc(NC(=O)C2Cc3ccccc3O/C2=N\O)cc1C (stereo unspecified)
[32] COC(=O)COc1ccc(S(=O)(=O)Nc2ccc(C(N)=O)cc2)cc1Cl
[33] N[C@@H](CO)c1nnc([C@H](CCC(=O)O)NC(=O)C2CCNCC2)o1
[34] O=C(c1ccc2c(c1)OCO2)C1CCCN(Cc2cc(F)ccc2-n2cccn2)C1 (stereo unspecified)
[35] CCN=c1scc(-c2ccco2)n1/N=C/c1ccc(OC)c(O)c1
[36] O=C(NCCNC(=O)c1ccc(-c2ccc(Cl)c(Cl)c2)o1)c1cnccn1
[37] COc1ccc(NC(=O)CN2C(=O)c3cccnc3Sc3ccccc32)cc1OC
[38] Cc1ccc(S(=O)(=O)N2CCN(C(=O)NCc3ccc(F)cc3)CC2)c(C)c1
[39] O=C(CCC1CCCN(C(=O)c2ccc3c(c2)OCCO3)C1)NCc1ccccc1F (stereo unspecified)
[40] COCCNC(=O)C(c1ccncc1)N(C(=O)Cn1nnc2ccccc21)c1ccc(OC)cc1 (stereo unspecified)
[41] O=C1C=C(NCc2ccc(Cl)cc2)CC(c2ccco2)C1 (stereo unspecified)
Screen / compound no.	31	32	33	34	35	36	37	38	39	40	41
TrxR1 inh	18%	-9%[57.1 µM]	10%[57.1 µM]	13%[57.1 µM]	-32%	6%	2%[57.1 µM]	7%[57.1 µM]	-13%	8%	-19%
TRHR ag	-0.4	0.2	-0.1	-1.1	2.8	-0.4	-0.6	-0.9	1.0	-0.8	0.0
Pin1 inh	-3%	1%	4%	-3%	11%	12%	2%	0%	-2%	0%	-11%
D2 agonist	-0.6	-0.1	0.0	0.2	0.7	-0.7	0.8	-0.2	-0.5	0.4	-0.2
TRHR PAM	-1	0	0	-2	6	7	-8	1	-10	0	5
TrxR1 substrate	11%	2%[57.1 µM]	1%[57.1 µM]	-4%[57.1 µM]	-10%	5%	2%[57.1 µM]	4%[57.1 µM]	-9%	2%	1%
mIDH1 inhibitor	1%	-11%	14%	1%	7%	4%	-14%	4%	0%	2%	0%
D2 antagonist	-11	20	-12	-12	-8	-18	x	-14	-3	-4	0
USP1 inh	-20%	-5%	-12%	-10%	-15%	u	17%	-7%	-25%	-23%	-15%
